NOD2-RIPK2 inh = blocks binding of human NOD2 to RIPK2. inhibition, % at 4.98 µM. CHO BLA complementation NOD2-RIPK2, CCF4 ratio. 360,000 tested, 0.38% active. O43353; in the data active means inhibition above about 21%;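 further: 0% = vehicle only and 100% = reference blocker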
TRAIL sens C8 = sensitizes caspase-8 expressing cells to TRAIL; NB7+C8 cells + TRAIL, ATPlite viability luminescence; inhibition (viability loss, TRAIL sensitization), % at 10 µM; 360,000 tested, 1% active; AID 624354;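 active means compounds causing at least 50% loss of cell viability in the single-dose screen, relative to plate controls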
NCOA3 inh = human NCOA3 inhibition; Q9Y6Q9; HEK293 GAL4-SRC3 luciferase reporter, luminescence; inhibition, % at 3.6 µM; 360,000 tested, 0.17% active; AID 588352;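 active means inhibition above a per-campaign cutoff, the mean of all compounds plus 3 SD, cut at about 60% in these data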;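 further: 0% = DMSO-treated cells and 100% = gossypol-treated cells at 36 µM; higher means less SRC3-driven luciferase light from the GAL4 reporter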
TLR9-MyD88 block = inhibitors of human TLR9-MyD88 binding; 340,000 tested, 0.21% active; CHO BLA complementation TLR9-MyD88, CCF4 FRET ratio; Q9NR96+Q99836; AID 504734; inhibition, % at 4.98 µM;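 active means inhibition above the mean over all tested compounds plus 3 SD, cut at about 21% in these data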;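 further: 0% = DMSO only wells and 100% = clavulanate BLA inhibitor control wells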
LMP1 NFkB inh = reduces LMP1-driven NF-kappaB luciferase signal | inhibition, % at 12.5 µM | LMP1-induced NF-kappaB luciferase reporter cells, luminescence | 350,000 tested, 0.69% active; in the data active means inhibition above about 41%;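 further: 0% = neutral control wells and 100% = reference inhibitor control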
TWEAK Fn14 block = blocks TWEAK-Fn14 interaction in a reporter cell assay. TWEAK-stimulated Fn14 reporter cells, luciferase luminescence, 8 h. inhibition, % at 10 µM. 360,000 tested, 2% active; in the data active means inhibition above about 50%
SRC1 inh = inhibitors of human steroid receptor coactivator 1 (SRC1). Q15788. HEK293 GAL4-SRC1 luciferase reporter, luminescence. inhibition, % at 3.6 µM. 360,000 tested, 0.12% active. AID 588354;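 active means inhibition above the campaign mean plus 3 SD, with each screening campaign given its own cutoff, cut at about 60% in these data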;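 further: 0% = DMSO treated cells and 100% = gossypol at 36 µM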
NCOA2 inhibitor = human SRC2 (NCOA2) inhibition. HEK293 GAL4-SRC2 luciferase reporter, luminescence. AID 651957. inhibition, % at 9 µM. 370,000 tested, 0.17% active;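 active means inhibition above the mean inhibition of all tested compounds plus 3 SD, set per campaign, cut at about 52% in these data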;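 further: 0% = DMSO treated cells and 100% = cells given Gossypol at 36 µM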
COUP-TFII inh = inhibitors of human COUP-TFII (NR2F2) | AID 686940 | HEK293T NGFI-A luciferase reporter, luminescence | inhibition, % at 8.6 µM | 370,000 tested, 0.7% active | P24468;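 active means inhibition above a per-plate cutoff, mean inhibition of test wells between control levels plus 3 SD, cut at about 38% in these data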;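 further: cells cotransfected with COUP-TFII expression vector driving the NGFI-A reporter; 0% = median of COUP-TF2 test wells and 100% = reporter-only cells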
TROY NFkB inh = blocks TROY-dependent signaling in reporter cells. Q293 LMP1-TROYcd NF-kB luciferase reporter, 4 h. inhibition, % at 10 µM. 360,000 tested, 0.98% active;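 active means compounds whose plate-normalised and pattern-corrected inhibition of the luciferase reporter signal at the single screening dose is 50% or more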
LRH-1 inv ag = NR5A2 inverse agonism in reporter assay | O00482 | HEK293T StAR-luciferase reporter, LRH-1 transfected, 24 h | inhibition, % at 3.6 µM | 360,000 tested, 0.13% active | AID 602396;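 active means inhibition above the mean inhibition of all tested compounds plus 3 SD, cut at about 73% in these data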;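 further: 0% = DMSO wells and 100% = reporter-only cells lacking LRH-1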
* = called active by the depositor.

`O=C(NCC(=O)N1CCN(S(=O)(=O)c2ccccc2)CC1)c1ccc2ccccc2c1` gave NOD2-RIPK2 inh 3, TRAIL sens C8 -12, NCOA3 inh 6, TLR9-MyD88 block 4, LMP1 NFkB inh 4, TWEAK Fn14 block 8, SRC1 inh 8, NCOA2 inhibitor 28, COUP-TFII inh 6, TROY NFkB inh 1 and LRH-1 inv ag -12.
Screening Cc1c(O)c(C)c2c(c1O)C(=O)C[C@@H](c1ccccc1)O2 returned NOD2-RIPK2 inh -5, TRAIL sens C8 18, NCOA3 inh 5, TLR9-MyD88 block 5, LMP1 NFkB inh 5, TWEAK Fn14 block -3, SRC1 inh 11, NCOA2 inhibitor 10, COUP-TFII inh -1, TROY NFkB inh -16 and LRH-1 inv ag -3.
Screening CCC(C)NC(=O)c1ccccc1NC(=O)c1ccc(CSc2ccc(C)cc2)cc1 (stereo unspecified) returned NOD2-RIPK2 inh 3, TRAIL sens C8 -3, NCOA3 inh 4, TLR9-MyD88 block 2, LMP1 NFkB inh -6, TWEAK Fn14 block -15, SRC1 inh -1, TROY NFkB inh -7 and LRH-1 inv ag 24.
Screening CCOc1ccc(S(=O)(=O)N2CCCCC2)cc1NC(=O)CN1C(=O)NC(C)(c2ccc(C)cc2)C1=O (stereo unspecified) returned NOD2-RIPK2 inh 1, TRAIL sens C8 28, NCOA3 inh -6, TLR9-MyD88 block 0, LMP1 NFkB inh -6, TWEAK Fn14 block 0, SRC1 inh -8, TROY NFkB inh 10 and LRH-1 inv ag -12.
For COc1ccc(-c2ocnc2C(=O)Nc2ccc3c(c2)CCC3)cc1 the results were NOD2-RIPK2 inh -12, TRAIL sens C8 6, NCOA3 inh 0, TLR9-MyD88 block 3, LMP1 NFkB inh -1, TWEAK Fn14 block -9, SRC1 inh -1, NCOA2 inhibitor 0, COUP-TFII inh 12, TROY NFkB inh -33 and LRH-1 inv ag 6.
CN(CC(=O)NC1CCCCCC1)S(=O)(=O)c1ccc(Br)cc1 was read as NOD2-RIPK2 inh -9, TRAIL sens C8 -12, NCOA3 inh -44, TLR9-MyD88 block 4, LMP1 NFkB inh 1, TWEAK Fn14 block -15, SRC1 inh 11, NCOA2 inhibitor 14, COUP-TFII inh -1, TROY NFkB inh -10 and LRH-1 inv ag 3.
`COc1cccc(-c2nnc(NC(=O)c3ccc(Cl)s3)o2)c1` gave NOD2-RIPK2 inh -32, TRAIL sens C8 9, NCOA3 inh -3, TLR9-MyD88 block -14, LMP1 NFkB inh 14, TWEAK Fn14 block -136, SRC1 inh 11, NCOA2 inhibitor -28, COUP-TFII inh -4, TROY NFkB inh -80 and LRH-1 inv ag -17.
O=C(Nc1ccc(Cl)cn1)C1COc2ccccc2O1 (stereo unspecified) was read as NOD2-RIPK2 inh -4, TRAIL sens C8 11, NCOA3 inh -59, TLR9-MyD88 block 4, LMP1 NFkB inh -6, TWEAK Fn14 block -8, SRC1 inh -62, NCOA2 inhibitor -121, COUP-TFII inh -21, TROY NFkB inh -18 and LRH-1 inv ag -94.
`Cn1ccc2c(-c3cccnc3)cc3c(c21)C1CCC3O1` (stereo unspecified) gave NOD2-RIPK2 inh -2, TRAIL sens C8 -6, NCOA3 inh 10, TWEAK Fn14 block -1, SRC1 inh -1, NCOA2 inhibitor 12, COUP-TFII inh -15, TROY NFkB inh 0 and LRH-1 inv ag -12.
For O=C(COC(=O)c1cc(Br)ccc1O)NCC1CCCO1 (stereo unspecified) the results were NOD2-RIPK2 inh 4, TRAIL sens C8 7, NCOA3 inh 12, TLR9-MyD88 block -8, LMP1 NFkB inh -3, TWEAK Fn14 block 17, SRC1 inh -12, NCOA2 inhibitor 15, COUP-TFII inh -5, TROY NFkB inh 1 and LRH-1 inv ag -8.
For Cc1ccc(NC(=O)c2ccc3c(SCC(=O)O)c4c(nc3c2)CCCC4)c(Br)c1 the results were NOD2-RIPK2 inh -13, TRAIL sens C8 3, NCOA3 inh -2, TLR9-MyD88 block -1, LMP1 NFkB inh -9, TWEAK Fn14 block 3, SRC1 inh 0, NCOA2 inhibitor -11, COUP-TFII inh -12, TROY NFkB inh -1 and LRH-1 inv ag -1.
CCC(C(=O)NCc1ccccc1)n1c(Cc2cc(F)cc(F)c2)nc2ccccc21 (stereo unspecified) was read as NOD2-RIPK2 inh 8, TRAIL sens C8 5, NCOA2 inhibitor -14, COUP-TFII inh 3 and LRH-1 inv ag 12.
Screening O=C(Cc1n[nH]c(=O)c2ccccc12)Nc1cccc(S(=O)(=O)N2CCCCCC2)c1 returned NOD2-RIPK2 inh 1, TRAIL sens C8 39, NCOA3 inh 16, TLR9-MyD88 block -3, LMP1 NFkB inh 7, TWEAK Fn14 block 13, SRC1 inh 2, NCOA2 inhibitor 20, COUP-TFII inh 20, TROY NFkB inh 19 and LRH-1 inv ag -5.
CSc1cccc(NC(N)=O)c1 was read as NOD2-RIPK2 inh -12, TRAIL sens C8 1, NCOA3 inh 20, TWEAK Fn14 block 6, SRC1 inh -2, NCOA2 inhibitor -26, COUP-TFII inh 16, TROY NFkB inh -14 and LRH-1 inv ag 9.
For Cc1c(Br)c(=O)[nH]c(=O)n1COCc1ccccc1 the results were NOD2-RIPK2 inh -12, TRAIL sens C8 3, NCOA3 inh 13, TLR9-MyD88 block 9, LMP1 NFkB inh 0, TWEAK Fn14 block 0, SRC1 inh -17, NCOA2 inhibitor -8, COUP-TFII inh -2, TROY NFkB inh 10 and LRH-1 inv ag -10.
`C[C@@H]1CN([C@H](C)CO)C(=O)c2cc(NC(=O)Cc3cn(C)c4ccccc34)ccc2O[C@H]1CN(C)C(=O)Nc1ccc2c(c1)OCO2` gave NOD2-RIPK2 inh 0, TRAIL sens C8 -11, NCOA3 inh 6, TLR9-MyD88 block 4, LMP1 NFkB inh -11, TWEAK Fn14 block -19, SRC1 inh -13, NCOA2 inhibitor -13, COUP-TFII inh 10, TROY NFkB inh -20 and LRH-1 inv ag 14.
Screening COc1ccc2c(=O)c(C(=O)NCc3ccccc3)c[nH]c2c1 returned NOD2-RIPK2 inh 0, TRAIL sens C8 -14, NCOA3 inh 9, TLR9-MyD88 block -8, LMP1 NFkB inh 0, TWEAK Fn14 block -11, SRC1 inh -10, NCOA2 inhibitor 4, COUP-TFII inh 0, TROY NFkB inh -9 and LRH-1 inv ag 9.
For COC(=O)c1ccccc1OC(=O)c1cc2ccccc2oc1=O the results were NOD2-RIPK2 inh -1, TRAIL sens C8 -4, NCOA3 inh 10, TLR9-MyD88 block 2, LMP1 NFkB inh 3, TWEAK Fn14 block -20, SRC1 inh 4, NCOA2 inhibitor -38, COUP-TFII inh 0, TROY NFkB inh -23 and LRH-1 inv ag -3.
For CC(=O)c1ccc(N2CCN(C(=O)/C=C/c3ccc(S(=O)(=O)NCc4ccco4)cc3)CC2)cc1 the results were NOD2-RIPK2 inh 0, TRAIL sens C8 30, NCOA3 inh 26, TLR9-MyD88 block 8, LMP1 NFkB inh 20, TWEAK Fn14 block 43, SRC1 inh 12, NCOA2 inhibitor 15, COUP-TFII inh 54*, TROY NFkB inh 36 and LRH-1 inv ag 25.
`CCCn1c(=O)c2ccccc2n2c(SCC(=O)c3ccc(CC)cc3)nnc12` gave NOD2-RIPK2 inh -3, TRAIL sens C8 2, NCOA3 inh 9, TLR9-MyD88 block -11, LMP1 NFkB inh -4, TWEAK Fn14 block -6, SRC1 inh -10, NCOA2 inhibitor -19, COUP-TFII inh -3, TROY NFkB inh -3 and LRH-1 inv ag 2.

Reprinted from the part before: 3 compounds, followed by the next part.
For COC(=O)c1ccccc1OC(=O)c1cc2ccccc2oc1=O the results were NOD2-RIPK2 inh -1, TRAIL sens C8 -4, NCOA3 inh 10, TLR9-MyD88 block 2, LMP1 NFkB inh 3, TWEAK Fn14 block -20, SRC1 inh 4, NCOA2 inhibitor -38, COUP-TFII inh 0, TROY NFkB inh -23 and LRH-1 inv ag -3.
For CC(=O)c1ccc(N2CCN(C(=O)/C=C/c3ccc(S(=O)(=O)NCc4ccco4)cc3)CC2)cc1 the results were NOD2-RIPK2 inh 0, TRAIL sens C8 30, NCOA3 inh 26, TLR9-MyD88 block 8, LMP1 NFkB inh 20, TWEAK Fn14 block 43, SRC1 inh 12, NCOA2 inhibitor 15, COUP-TFII inh 54*, TROY NFkB inh 36 and LRH-1 inv ag 25.
`CCCn1c(=O)c2ccccc2n2c(SCC(=O)c3ccc(CC)cc3)nnc12` gave NOD2-RIPK2 inh -3, TRAIL sens C8 2, NCOA3 inh 9, TLR9-MyD88 block -11, LMP1 NFkB inh -4, TWEAK Fn14 block -6, SRC1 inh -10, NCOA2 inhibitor -19, COUP-TFII inh -3, TROY NFkB inh -3 and LRH-1 inv ag 2.
For O=C(Nc1ccnn1C1CCN(C(=O)c2cc(Cl)ccc2F)CC1)C1CCOC1 (stereo unspecified) the results were NOD2-RIPK2 inh -8, TRAIL sens C8 2, NCOA3 inh -35, TLR9-MyD88 block 8, LMP1 NFkB inh 2, TWEAK Fn14 block 1, SRC1 inh 3, NCOA2 inhibitor -3, COUP-TFII inh -5, TROY NFkB inh 0 and LRH-1 inv ag -9.
`COc1cccc(-c2cc3nc4c(c(N5CCC6(CC5)OCCO6)n3n2)CCCC4)c1` gave NOD2-RIPK2 inh -4, TRAIL sens C8 5, NCOA3 inh 2, TLR9-MyD88 block -2, LMP1 NFkB inh -16, TWEAK Fn14 block 36, SRC1 inh -19, NCOA2 inhibitor -40, COUP-TFII inh 3, TROY NFkB inh 8 and LRH-1 inv ag -26.
O=C(CC(C(=O)O)c1c[nH]c2ccccc12)c1ccccc1 (stereo unspecified) was read as NOD2-RIPK2 inh 2, TRAIL sens C8 2, NCOA3 inh 0, TLR9-MyD88 block -1, LMP1 NFkB inh -24, TWEAK Fn14 block -29, SRC1 inh -23, NCOA2 inhibitor -37, COUP-TFII inh -10, TROY NFkB inh -29 and LRH-1 inv ag -4.
Screening CCn1cc(C(=O)Nc2ccc(C)cc2[N+](=O)[O-])c(C)n1 returned NOD2-RIPK2 inh -9, TRAIL sens C8 16, NCOA3 inh 15, TLR9-MyD88 block -8, LMP1 NFkB inh 2, TWEAK Fn14 block 10, SRC1 inh -1, NCOA2 inhibitor -16, COUP-TFII inh 20, TROY NFkB inh -9 and LRH-1 inv ag -3.
For CN1CCN(C(=O)C2=C[C@H](c3ccc(C(F)(F)F)cc3)C[C@H](OCCCCO)O2)CC1 the results were NOD2-RIPK2 inh -3, TRAIL sens C8 -5, NCOA3 inh -5, TLR9-MyD88 block 0, LMP1 NFkB inh -2, TWEAK Fn14 block 9, SRC1 inh 0, NCOA2 inhibitor -16, COUP-TFII inh 2, TROY NFkB inh 13 and LRH-1 inv ag 10.
For CC(C)(O)c1cc(=O)sc2nc3ccccc3n12 the results were NOD2-RIPK2 inh -8, TRAIL sens C8 32, NCOA3 inh -99, TLR9-MyD88 block -3, LMP1 NFkB inh -3, TWEAK Fn14 block 11, SRC1 inh -79, NCOA2 inhibitor -65, COUP-TFII inh -36, TROY NFkB inh -51 and LRH-1 inv ag -88.

An excerpt (hit frequency here may not be typical).
